SMARCA2 activ – SMARCA2 function activation, primary screen; MG213 cells, MMTV-luciferase reporter, dexamethasone, overnight; activation, % at 9.1 µM; 1% of 370,000 active; AID 652017; in the data active = activation above about 7.8%;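 also: 0% = vehicle wells and 100% = reference activator wells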
ssDAF-12 act – activates DAF-12 receptor from parasite S. stercoralis; HEK293 ssDAF-12/GRIP1 lit1-tk-luc reporter, luminescence; % of 3 µM dafachronic acid response; activation, % at 6.8 µM; 1% of 370,000 active;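 active = activation above the mean over all tested compounds plus 3 SD, cut at about 0.9% in these data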;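 also: 0% = DMSO-only wells and 100% = 3 µM delta7-dafachronic acid wells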
PLCg1 inh – inhibitors of human phospholipase C gamma1; P19174; purified PLC-gamma1, fluorogenic substrate, fluorescence; inhibition, % at 12.2 µM; 0.84% of 370,000 active; AID 720700; in the data active = inhibition above about 9.5%
MBD2 inh – inhibitors of human MBD2 binding to methylated oligonucleotide; TR-FRET; inhibition, % at 4.4 µM; 0.31% of 370,000 active; AID 686964; in the data active = inhibition above about 13%
Rev-erbA mod – Rev-erb alpha (human) modulation | Rev-erbα–FITC-DNA binding, fluorescence polarization, 90 min | activity, % at 10 µM | 0.79% of 370,000 active | AID 1259318 | P20393;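 active = activity above about 14%, limit read from the data; passing the limit was not always enough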;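 also: 0% = DMSO wells with 35 nM protein and 100% = DMSO wells with 750 nM protein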
DAX1 inh-1 – inhibits human nuclear receptor DAX1 | P51843 | HEK293 Gal4-DAX1 luciferase reporter, luminescence | inhibition, % at 6.75 µM | 0.99% of 340,000 active | AID 504766;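 active = inhibition above the mean over all tested compounds plus 3 SD, cut at about 4.2% in these data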;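 also: 0% = DAX1-transfected cells with DMSO and 100% = empty-vector control cells with DMSO; inhibition shows as a rise in luminescence from relieved DAX1 repression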
DAX1 inh-2 – inhibitors of DAX1 repression of SF-1 activated StAR promoter; AID 652010; 1.1% of 370,000 active; HEK293T StAR-luciferase reporter, SF-1/DAX-1 repression relief; inhibition, % at 6.8 µM;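 active = inhibition above the mean over all tested compounds plus 3 SD, cut at about 3.6% in these data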;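 also: 0% = DAX-1 cells with DMSO and 100% = cells lacking DAX-1 with DMSO; higher inhibition means more luminescence from relief of DAX-1 repression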
ADAM17 inh – ADAM17 inhibition, QFRET primary screen; P78536; recombinant ADAM17, EDANS/DABCYL FRET peptide cleavage; inhibition, % at 6.95 µM; 0.83% of 370,000 active; AID 720648;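 active = inhibition above the mean of compounds lying between control limits plus 3 SD, set per campaign, cut at about 8.5% in these data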;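 also: 0% = DMSO-only wells as the low control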
hcDAF12 agonist – activators of H. contortus DAF-12 nuclear receptor; activation, % at 6.8 µM; HEK293 hcDAF-12 lit1-tk-luc reporter, luminescence; 0% DMSO, 100% Δ7-dafachronic acid; 1.4% of 370,000 active;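 active = activation above the mean of all tested compounds plus 3 SD, cut at about 5.5% in these data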;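 also: 100% = response to 3 µM Δ7-dafachronic acid high control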
hgDAF-12 ag – hgDAF-12 agonism, primary luciferase screen | HEK293 GAL4-hgDAF12 UAS-luciferase reporter, agonist luminescence; normalized to butyrate control | activation, % at 6.8 µM | 1.8% of 370,000 active | AID 687014;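 active = activation above a cutoff set at the mean of all screened compounds plus 3 SD, cut at about 10% in these data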;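 also: 0% = DMSO wells and 100% = sodium butyrate wells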
PLC-beta3 inh – PLC-beta3 (human) inhibition, primary screen; Purified PLC-beta3, fluorogenic substrate, fluorescence; inhibition, % at 12.2 µM; 0.18% of 370,000 active; AID 720704; in the data active = inhibition above about 11%;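 also: 0% = median of compound wells on plate and 100% = full blocker control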
Target sequence (Q01970 whole entry, looked up): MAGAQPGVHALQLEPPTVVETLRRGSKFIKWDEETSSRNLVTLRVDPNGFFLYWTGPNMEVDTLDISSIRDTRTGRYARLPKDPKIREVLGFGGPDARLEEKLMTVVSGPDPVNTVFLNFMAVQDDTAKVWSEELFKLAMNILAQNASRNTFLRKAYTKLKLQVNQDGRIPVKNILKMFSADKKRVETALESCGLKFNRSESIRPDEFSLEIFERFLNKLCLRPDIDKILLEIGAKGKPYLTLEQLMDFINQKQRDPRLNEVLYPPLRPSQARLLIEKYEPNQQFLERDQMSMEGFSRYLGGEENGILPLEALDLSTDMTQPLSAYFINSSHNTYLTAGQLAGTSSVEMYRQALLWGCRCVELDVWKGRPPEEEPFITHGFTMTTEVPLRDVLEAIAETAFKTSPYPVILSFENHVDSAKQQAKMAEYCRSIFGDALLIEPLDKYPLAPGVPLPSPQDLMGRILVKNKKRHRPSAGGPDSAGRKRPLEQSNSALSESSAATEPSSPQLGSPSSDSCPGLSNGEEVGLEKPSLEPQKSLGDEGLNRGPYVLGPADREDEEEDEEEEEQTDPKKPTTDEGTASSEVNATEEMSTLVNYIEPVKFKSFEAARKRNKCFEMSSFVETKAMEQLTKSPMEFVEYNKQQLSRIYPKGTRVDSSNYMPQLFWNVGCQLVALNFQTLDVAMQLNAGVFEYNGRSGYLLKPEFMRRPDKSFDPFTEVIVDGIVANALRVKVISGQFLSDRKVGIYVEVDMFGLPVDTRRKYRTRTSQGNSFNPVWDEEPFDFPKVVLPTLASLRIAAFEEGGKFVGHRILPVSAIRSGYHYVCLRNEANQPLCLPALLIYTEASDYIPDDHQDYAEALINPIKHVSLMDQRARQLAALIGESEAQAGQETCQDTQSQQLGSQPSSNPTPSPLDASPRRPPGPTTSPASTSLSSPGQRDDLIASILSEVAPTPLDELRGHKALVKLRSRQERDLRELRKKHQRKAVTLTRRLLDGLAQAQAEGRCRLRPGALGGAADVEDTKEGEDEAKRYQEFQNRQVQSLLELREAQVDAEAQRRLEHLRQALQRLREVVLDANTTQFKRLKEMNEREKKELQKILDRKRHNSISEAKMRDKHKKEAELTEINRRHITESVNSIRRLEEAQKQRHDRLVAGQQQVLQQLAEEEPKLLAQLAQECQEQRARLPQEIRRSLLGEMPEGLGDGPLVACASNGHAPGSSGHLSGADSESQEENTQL
* marks the source's active call; other numbers are inactive results; . = no result given. Outcome played no part in choosing rows. Share with any hit: about 7.4%.

SMILES	SMARCA2 activ	ssDAF-12 act	PLCg1 inh	MBD2 inh	Rev-erbA mod	DAX1 inh-1	DAX1 inh-2	ADAM17 inh	hcDAF12 agonist	hgDAF-12 ag	PLC-beta3 inh
Cc1cc(C)nc(SC2c3cccc4cccc(c34)C2NS(=O)(=O)c2ccccc2)n1 (centres undefined)	0	-1.2	2	2	-2	-1.5	-0.5	6	-1.1	-0.9	1
COCCNC(=O)Cn1nc(C(F)(F)F)cc1C	2	-0.7	0	4	1	0.6	0.2	-4	0.6	-0.8	5
O=C(CNS(=O)(=O)c1ccc(Br)cc1Cl)OCC(=O)c1ccc[nH]1	-3	-0.8	3	2	2	-1.5	2.7	-3	-0.6	-0.5	-1
Cc1nnc(SCC(=O)Nc2ccc(Cl)cn2)n1Cc1ccccc1	2	-0.9	-1	-1	-2	6.0*	-0.5	-4	-0.6	-1.2	-2
CC(/C=C/c1ccco1)=N\NC(=O)CNc1ccc2ccccc2c1	-3	0.1	-8	0	1	0.7	-0.3	-12	4.9	-3.1	-9
Cc1cccc(N(CC(=O)N2CCCC2)S(=O)(=O)c2ccccc2)c1C	-2	-0.4	-2	6	6	-0.2	-0.4	-6	-1.9	0.4	1
CCn1c(SCC(=O)c2ccc(CNC(C)=O)o2)nnc1-c1cccs1	-3	-0.6	-7	-1	-7	0.9	0.2	-3	-1.7	2.1	-5
CCc1cc2c(C)ccc(C)c2nc1SCC(=O)Nc1cc(C)on1	-1	-1.2	3	-1	24*	0.4	0.0	2	-1.3	-1.4	-3
CC(=O)Nc1ccc(S(=O)(=O)NC2(C(F)(F)F)C(=O)NC(C)=C2C#N)cc1 (centres undefined)	3	-0.7	1	-4	-2	0.5	-0.4	-3	1.9	-0.1	0
C[C@H](O)[C@@H]1CN2CCc3ccc(N4CCOCC4)cc3[C@@H]2C[C@@H]1N(C)CC1CCCCC1	-1	-1.2	-11	-2	3	.	-0.8	-6	0.0	-0.9	-13
CNC(=O)C1=C(C)Nc2nc3ccccc3n2C1c1ccc(F)cc1 (centres undefined)	2	-1.0	0	0	6	2.0	-0.1	-3	-0.9	2.7	-3
COc1cc(C2C3C(=O)N(c4ccccc4)C(=O)C3ON2c2ccccc2)cc(OC)c1OC (centres undefined)	-1	-1.2	0	3	4	0.8	-0.2	-5	-0.6	0.9	-5
CC(=O)Nc1c(C#N)c(C(C)(C)C)cn1C	3	-0.9	1	1	2	0.7	0.5	-2	-0.8	-0.3	0
COc1ccc(C(=O)CCNc2cccc(Cl)c2)cc1	0	-0.8	4	5	1	0.8	0.6	-5	1.9	4.9	-4
O=C(CS(=O)(=O)c1ccccc1)Nc1nnc(Cc2ccccc2)s1	-1	-1.0	-1	1	0	-0.6	-0.9	2	-2.5	-1.1	-11
COCCNC(=S)N(CCc1c(C)[nH]c2ccc(OC)cc12)Cc1cccnc1	-1	-1.0	-3	0	-2	-0.2	-0.2	-5	1.1	2.2	-4
CC(C)CC(=O)NC(=S)Nc1ccc(S(=O)(=O)N2CCCC2)cc1	-2	-0.5	3	-5	-8	2.0	-1.4	0	-2.2	5.2	6
COC(=O)c1cc(-c2ccc(F)cc2)n(-c2ccccc2)n1	0	-1.2	1	-4	-1	-1.7	0.1	-2	-1.6	1.1	-1
O=S(=O)(Nc1ccc(-c2nnc(SCc3ccc(Cl)cc3)o2)cc1)c1ccccc1	-2	-0.9	0	1	1	1.2	0.0	9.2*	-0.7	1.7	-3
CN(C)c1ccc(/C=N/NC(=O)CN2CCCCC2)cc1Br	-2	1.3*	-4	2	5	1.4	0.8	-7	-1.6	-1.1	-12
CCOC(=O)c1sc2nc(NC(=O)C(C)(C)C)sc2c1C	0	0.5	-2	2	-3	0.7	5.2*	-6	3.8	14*	-2
CCN1CNC(=S)N(Cc2ccccc2)C1	4	-1.1	0	1	-5	1.5	-0.7	2	1.0	-0.2	3
Cc1cc(NC(=O)c2noc3c2CCCCC3)nn1Cc1ccc(Cl)cc1	1	-1.2	0	-2	-3	0.1	-0.7	-3	0.9	2.5	4
O=C(CCc1nnc(C2CCCCC2)o1)NCc1cccc(-n2cccn2)c1	-3	-0.9	2	5	-4	1.1	-0.4	-10	0.0	0.9	2
CCOc1ccc(Oc2nc(NCC(C)C)nc(OC)n2)nn1	-2	-1.3	3	4	7	0.9	3.0	-1	-0.5	0.3	3
Cc1ccc(C(O)c2ccncc2)cc1 (centres undefined)	-1	-1.0	3	-2	-2	-0.3	-0.7	-2	0.1	0.6	6
CC(NC(=O)c1ccccc1)c1nc2ccccc2n1Cc1ccc(C#N)cc1 (centres undefined)	-1	-1.4	1	4	0	0.3	0.5	-3	-1.0	-1.9	-2
O=C1COc2ccc(S(=O)(=O)N3CCN(c4cccc(Cl)c4)CC3)cc2N1	-2	-1.3	2	3	1	-0.1	-0.3	1	0.1	-1.1	-5
CCC(C)(C(=O)NC1CCCCC1)N(CC1CCCO1)C(=O)c1ccccn1 (centres undefined)	-1	-0.2	-1	4	2	1.5	0.4	-6	-0.2	-1.8	2
COc1ccc(OC)c(NC(=O)C(CC(=O)O)NCc2ccco2)c1 (centres undefined)	-2	-0.7	-1	-5	1	1.4	-0.7	-3	-0.2	0.1	2
Cc1cc(COC(=O)C2N3C(=O)[C@@H](NC(=O)COc4ccccc4)[C@H]3SC2(C)C)on1 (some centres undefined)	1	-1.2	2	-2	-3	0.0	-0.5	-1	-1.0	-0.6	1
O=c1[nH]c(/C=C/c2cccc3ccccc23)nc2ccccc12	3	-0.5	-15	-6	60*	0.6	-0.6	-2	-0.1	1.1	-16
CCNc1ccc(S(=O)(=O)N(C)C)cc1NCC(=O)Nc1ccccc1Br	-2	-2.1	-7	-1	-5	-1.1	-1.0	-3	-0.9	-2.4	-18
Cc1cc(Oc2cccnc2)ccc1NC(=O)Cc1c[nH]c2ccccc12	1	-0.5	-4	2	2	.	-0.8	-6	3.8	3.0	-13
COc1ccccc1CN1CCNC(=O)C1CC(=O)NCc1csc(C)n1 (centres undefined)	-1	-0.8	-3	-2	-1	0.7	-0.1	-6	-0.7	4.4	-3
CCOc1ccc(Br)cc1S(=O)(=O)NCCN(C)C	3	0.0	-1	-2	-1	-0.7	-0.2	-3	-0.5	0.3	3
Oc1ccc(N2CCN(Cc3cc4c(cc3Br)OCCO4)CC2)cc1	-1	-0.6	-2	0	0	-0.4	-0.7	4	-3.1	-2.4	-1
CCOC(=O)CNC(=O)CSc1nnnn1-c1ccc(C)c(C)c1	0	-0.9	0	0	-1	-0.2	0.0	-7	-0.6	-1.1	2
Cc1ccc(C(=O)NCC(=O)OCCOc2ccccc2Cl)cc1	7	-0.3	-1	1	0	-0.2	2.1	0	-1.7	0.2	-6
CCOC(=O)Nc1c(Cl)n(C)c(=O)n(C)c1=O	-2	-0.6	2	1	0	0.3	-0.2	-1	-1.1	0.5	-2
Cc1cc(Br)ccc1NC(=O)CN(C)C(=O)C1=COCCO1	0	-0.7	3	-5	-5	-0.7	-0.4	1	1.3	0.6	-6
Cc1cc(NC(=O)CCCn2cnc([N+](=O)[O-])n2)no1	-4	-0.9	1	5	-10	1.7	0.2	-3	0.7	1.2	-3
Cc1ccc(NC(=O)CSc2nc(=O)cc(N)n2CCc2ccccc2)cc1	1	-1.5	0	2	2	0.0	-0.2	-15	-1.4	-7.2	-4
COc1cc(C)c(Cl)cc1S(=O)(=O)n1cnc(C)c1	-3	-0.8	1	3	5	0.6	0.1	2	3.6	1.3	2
COc1ccc(NC(=O)Nc2ccc(Cc3ccncc3)cc2)c(OC)c1	-3	-1.6	-4	4	2	-1.7	0.3	2	-2.2	-5.2	-5
Cc1sc(NC(=O)C2=COCCO2)c(C#N)c1C	3	-0.7	-5	-6	2	1.2	1.8	1	1.7	4.4	-9
COc1cc(/C=C(\NC(C)=O)C(=O)N2CCCCC2)ccc1OC(C)=O	-1	-1.1	0	-2	1	-0.3	-0.2	-3	-1.7	-0.9	-26
Cc1ccc(S(=O)(=O)NCc2ccccc2)cc1C(=O)NCCc1ccc(S(N)(=O)=O)cc1	-1	-0.7	0	0	-1	0.3	-1.2	0	-0.6	-0.4	-5
O=C(OCC(=O)N1N=C(c2ccc(Cl)cc2)CC1c1ccco1)c1cncc(Br)c1 (centres undefined)	5	-0.5	-4	-5	-3	0.3	-0.4	-4	0.7	0.7	-11
CC(NC(=O)COc1ccc(/C=N/NC(=O)C(=O)Nc2ccccc2Br)cc1)c1ccccc1 (centres undefined)	-1	-1.0	0	2	-6	0.8	0.5	-9	-0.9	0.9	-1
O=c1c2cccnc2n(-c2ccccc2)n1Cc1ccc(Cl)cc1	-3	-1.3	-15	0	2	-0.7	-0.1	-9	-1.1	-1.8	-17
COc1cccc(/C=N/NC(=O)C(C)Sc2ccccc2)c1 (centres undefined)	-1	-0.7	1	3	0	1.4	-0.7	-3	0.7	1.8	-1
Cc1ccc(Cl)cc1-n1c(SCC(=O)NCCC2=CCCCC2)nc2n[nH]c(C)c2c1=N	-1	0.0	7	1	29*	0.6	-0.1	-5	-0.3	-0.7	-18
O=C(COC(=O)c1cc2c(s1)CCCC2)NCc1ccccc1Cl	-2	-1.3	-1	-4	7	1.0	-0.1	1	-0.3	-2.9	-1
Cc1cc(C)c(-c2nc3ccccc3s2)[nH]1	1	0.3	-82	2	-3	-0.9	0.6	-65	6.3*	1.5	-125
Cc1ccc2cc(CN(Cc3ccc4c(c3)OCO4)Cc3nnnn3Cc3ccco3)c(=O)[nH]c2c1	-1	-1.3	-5	3	3	-0.6	-0.2	-3	-3.0	0.5	-6
O=C(COC(=O)c1c[nH]c(=O)[nH]c1=O)Nc1cccc([N+](=O)[O-])c1	0	-0.8	-3	-2	-1	0.6	0.5	0	-0.2	-0.8	-2
Cn1nnnc1SCC(=O)Nc1ccc(Br)cc1Cl	1	-1.1	-2	7	-1	1.1	0.7	-1	0.7	0.4	1
CCc1ccc(NC(=O)NCc2cccnc2)cc1	-2	-1.0	8	-1	1	-0.6	2.5	2	0.3	1.4	-5
COC(=O)[C@]1(C)N[C@H](CN(C)C(=O)Nc2ccc(C)cc2)[C@@H]2C(=O)N(C)C(=O)[C@@H]21	-4	-0.8	-2	-1	2	-0.5	3.5	-1	-1.4	1.4	0

Entries of single compounds, looked up by structure. Values in the order: SMARCA2 activ | ssDAF-12 act | PLCg1 inh | MBD2 inh | Rev-erbA mod | DAX1 inh-1 | DAX1 inh-2 | ADAM17 inh | hcDAF12 agonist | hgDAF-12 ag | PLC-beta3 inh
CCc1ccc(NC(=O)NCc2cccnc2)cc1 is listed with -2 | -1.0 | 8 | -1 | 1 | -0.6 | 2.5 | 2 | 0.3 | 1.4 | -5
COc1cc(/C=C(\NC(C)=O)C(=O)N2CCCCC2)ccc1OC(C)=O is listed with -1 | -1.1 | 0 | -2 | 1 | -0.3 | -0.2 | -3 | -1.7 | -0.9 | -26
O=c1c2cccnc2n(-c2ccccc2)n1Cc1ccc(Cl)cc1 is listed with -3 | -1.3 | -15 | 0 | 2 | -0.7 | -0.1 | -9 | -1.1 | -1.8 | -17
